# Bioassay records from PubChem.
# Epigenetic derep: Quantitative High-Throughput Screen for Regulators of Epigenetic Control | murine LDR cells, GFP reporter derepression, 30 h | Potency, µM (top dose mostly 53.9 µM), for the others: top-dose GFP activation, usual class: activators | 280,000 tested, 0.2% active | AID 1865, 2009; active = well fitted activation curve with a large enough effect; inconclusive = small, poorly fitted or top-dose-only effect; note: % of control where 0% means no effect; nearly all actives have a fitted effect of over 60% in size
#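 In this reporter-derepression format, murine cells bearing a silenced integrated CMV-GFP locus incubate with test compound (30 h, 37 C), then are washed and imaged; fluorescent objects of 20–120 um count as induced cells.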
# Starred values were filed as active, the others as inactive; ? = inconclusive. Potency is the fitted concentration of half-maximal effect. A portion of the library; rates above refer to the full screens.
Epigenetic derep	mol
-1.1%	COc1ccccc1CNC(=O)c1ccc(CS(=O)(=O)c2c(Cl)cccc2Cl)o1
4.1%	COc1cccc(N2CCN(C(=O)c3cc4c(s3)-c3ccccc3OC4)CC2)c1
7.7%	Cc1cc(C)c(NC(=O)C(C)n2nnc3sc(-c4ccccc4)cc3c2=O)c(C)c1 (stereo not given)
22µM*	CCOc1ccc(OCC)c(Nc2nc3ccc(Cl)cc3n3cnnc23)c1
4.3%	CCOC(=O)COc1ccc(CC)cc1C(=O)c1ccn2nc(-c3ccc(F)cc3)cc2n1
2.4%	CCOc1ccc2oc(=O)cc(CN3CCN(C(=O)c4ccc(F)cc4)CC3)c2c1
-0.8%	CC(NC(=O)c1cc2ccccn2n1)c1ccccc1 (stereo not given)
-3.9%	O=c1c2ccccc2n2c(-c3ccccc3O)nnc2n1Cc1ccc(F)cc1
-1.1%	CC1CCN(S(=O)(=O)c2ccc3ncn(CC(=O)Nc4ccccc4C(F)(F)F)c(=O)c3c2)CC1
-3.1%	CC(=O)c1cccc(NC(=O)C2CCN(S(=O)(=O)c3ccc4c(c3)oc(=O)n4C)CC2)c1
-0.9%	Cc1ccc(C)c(Nc2nnc(-c3ccc(C)c(S(=O)(=O)N4CCN(C)CC4)c3)c3ccccc23)c1
8.9%	Cc1cccc(NC(=O)CN(c2ccc(C(C)C)cc2)S(=O)(=O)c2c(C)nn(C)c2C)c1C
1.7%	COc1ccc2c(Sc3ccccc3)c(C(=O)NCc3ccc(OC(C)C)cc3)[nH]c2c1
1.6%	Cc1ccc(NC(=O)Cn2c(=O)n(Cc3nc(-c4ccccc4)no3)c(=O)c3cc4c(cc32)OCO4)cc1F
2.7%	CCOc1ccccc1NC(=O)C1CCN(S(=O)(=O)c2ccc3c(c2)CC(C)N3C(C)=O)CC1 (stereo not given)
2.0%	CCOc1ccc(Nc2ncnc3onc(-c4ccc(Cl)cc4)c23)cc1
1.4%	Cn1c(C(=O)NCc2ccccc2Cl)cc2sc(Cl)cc21
7.7%	CC1CCN(C(=O)Cn2cc(SCC(=O)NCc3ccc(F)cc3)c3ccccc32)CC1
1.9%	Cc1ccccc1-c1nc(CS(=O)(=O)CC(=O)N2CCN(c3ccccc3)CC2)c(C)o1
-0.3%	COc1ccc(NC(=O)c2ccc3oc(=O)c(S(=O)(=O)c4ccc(F)cc4)cc3c2)cc1OC
3.6%	CCN(CC)CCCNC(=O)c1nn(-c2ccc(OC)cc2)c(=O)c2c1c1ccccc1n2C
8.8%	CCOc1ccc(C2c3c(-c4ccc(C)cc4)n[nH]c3C(=O)N2c2ccc(Cl)cc2)cc1 (stereo not given)
1.5%	CCc1ccc(NC(=O)CC2C(=O)N(c3cccc(C)c3)C(=O)N2Cc2cccs2)cc1 (stereo not given)
-1.1%	CCOC(=O)c1c(NC(=O)CSc2cn(CCNC(=O)c3ccc(OC)cc3)c3ccccc23)sc2c1CCC2
0.0%	O=C(c1ccc(CSc2nc3ccncc3n2Cc2cccc(F)c2)cc1)N1CCCCC1
-2.7%	CC(C)c1ccc(-c2noc(SCC(=O)N3CCN(c4ccc(F)cc4)CC3)n2)cc1
-1.0%	CCOc1ccc(Cl)cc1C1CC(=O)Nc2cc(OC)c(OC)c(OC)c21 (stereo not given)
1.7%	COc1cc(NC(=O)c2nn(C)c3c2CS(=O)(=O)c2ccccc2-3)cc(OC)c1
-1.1%	COC(=O)CC1Oc2ccccc2-n2cc(-c3ccc(F)cc3)nc21 (stereo not given)
1.9%	CCCCCCc1c(C)c2c(cc(C)c3c(C)coc32)oc1=O
0.8%	O=c1oc2ccc3ccccc3c2cc1-c1nnc(Nc2cccc(F)c2)s1
-1.5%	CCCCC(CC)CNC(=O)c1ccc2c(=O)n(CCOC)c(=O)[nH]c2c1 (stereo not given)
-1.7%	Cc1cccc(N2CCN(C(=O)CN3C(=O)COc4ccc(S(=O)(=O)N5CCCCCC5)cc43)CC2)c1C
3.5%	COc1ccc(OC(=O)c2nc(SCc3ccc(F)cc3)ncc2Cl)cc1
5.1%	CC(C)c1ccc(Nc2cc(C(=O)NC3CCCCC3)c3ccccc3n2)cc1
-1.8%	Cn1c(=O)c2nc3ccc(NC(=O)C(F)(F)F)cc3nc2n(C)c1=O
-2.6%	CCCn1c(=O)c2sccc2n2c(CCCC(=O)N3CCN(c4ccc(OC)cc4)CC3)nnc12
-1.3%	Cc1cc(=O)c2cc(C(=O)Nc3ccccc3)ccc2[nH]1
2.1%	COc1ccc(-n2nc3c(N4CCC(C(=O)NC5CCCCC5)CC4)nnc(C)c3c2C)cc1
-1.8%	Cc1ccc(NC(=O)Cn2c(=O)n(CC3CCCO3)c(=O)c3ccccc32)cc1 (stereo not given)
0.9%	Cc1nc2cccnc2n1-c1cccc(C(=O)NCc2ccc(OC(C)C)cc2)c1
-2.2%	CCc1noc(-c2ccc(NCc3ccccc3)c([N+](=O)[O-])c2)n1
-0.8%	COc1ccc(Cl)cc1N(C)C(=O)C(=O)Nc1ccc2nc3n(c(=O)c2c1)CCCCC3
1.1%	CCc1nn(CC(=O)Nc2cccc(C)c2C)c(=O)c2cc3sccc3n12
?	COc1ccc(NC(=O)c2nc(S(=O)(=O)Cc3ccc(C)cc3)ncc2Cl)cc1
4.1%	COc1ccc2c(c1)c1c(c(=O)n(-c3ccccc3C)c(=O)n1Cc1c(F)cccc1Cl)n2C
7.7%	CCOc1ccc(CNC(=O)c2cccn2-c2nnc(N3CCCCC3)s2)cc1OC
1.1%	CC(C)C[C@H](N)c1nnc(SCc2ccc(Cl)cc2Cl)o1
-5.1%	CCOC(=O)N1CCC(NC(=O)c2cnn(-c3cccc(C)c3)c2-n2cccc2)CC1
-0.6%	Cc1ccc(CNS(=O)(=O)c2cc(Br)cc3c2N(C(=O)C2CC2)CC3)cc1
0.8%	COc1ccc(N2C(=O)CSC23C(=O)N(Cc2ccccc2F)c2ccccc23)cc1Cl (stereo not given)
-3.1%	CCn1cc(CCC(=O)NCc2ccc(C)cc2)c2ccccc21
-2.5%	CCc1ccc(-n2nc(CO)c(C(=O)NCc3ccccc3OC)n2)cc1
6.0%	O=C(Cn1ccc2ccccc2c1=O)NCCC(=O)Nc1ccc(F)cc1F
0.8%	COc1ccc(C(=O)COC(=O)c2cc(-c3cccs3)nc3ccccc23)cc1
1.3%	COc1ccc(-n2c(=O)c3sc4ccccc4c3n(Cc3ccccc3)c2=O)cc1

# (listing goes on)
Epigenetic derep	mol
-1.0%	COc1ccccc1CNC(=O)CCc1c(C)c2ccc(OC)c(C)c2oc1=O
-1.8%	COc1cc(OC)c(NS(=O)(=O)c2c(C)nc3sc(C)cn3c2=O)cc1Cl
0.0%	CCOC(=O)c1c(NC(=O)c2cc(-c3ccc(Cl)cc3)on2)sc(C)c1C
0.0%	CCOC(=O)c1cnc2ccc(C)cc2c1NCCc1ccc(OC)c(OC)c1
-0.9%	Cc1ccc(-c2cc3c(N4CCN(c5cc(C)ccc5C)CC4)nccn3n2)cc1
0.9%	Cc1ccccc1CSc1ncc(Cl)c(C(=O)NCc2ccccc2)n1
?	CCOc1ccc(NC(=O)N2CC=C(c3c[nH]c4ccccc34)CC2)cc1
-0.8%	COc1ccc(N(CC(=O)NCCc2ccccc2)S(=O)(=O)c2ccc(OC)c(OC)c2)cc1
-0.8%	COc1ccccc1CNC(=O)C1CCN(S(=O)(=O)c2c(C)noc2/C=C/c2cccs2)CC1
-2.7%	Cc1ccccc1CNC(=O)CCS(=O)(=O)c1cc2c3c(c1)CCN3C(=O)CC2
-7.0%	COc1ccccc1CNC(=O)c1ccc2nc(N3CCCCC3)sc2c1
-0.1%	COc1ccc(-n2c(=O)c3ccccc3n(CC(=O)NCCc3ccc(OC)c(OC)c3)c2=O)cc1
-2.6%	Cc1cc(C)cc(-n2ccnc(NCCc3ccccc3)c2=O)c1
-2.2%	CCc1cccc(NC(=O)c2c(N3CCCC3=O)c3cc(C)ccc3n2C)c1
-1.6%	Cn1c(=O)[nH]c(=O)c2c1nc(N1CCOCC1)n2Cc1ccccc1
12%	COC(=O)c1ccc(C2c3c(-c4ccc(Br)cc4)n[nH]c3C(=O)N2c2ccc(Cl)cc2)cc1 (stereo not given)
1.7%	COc1ccc(CN(C(=O)c2ccc(OCC(C)C)cc2)C2CCS(=O)(=O)C2)cc1 (stereo not given)
-0.1%	COc1ccc(NC(=O)CSc2nc(-c3ccco3)cc(C(F)(F)F)n2)cc1OC
8.2%	Cc1c(C(=O)N(Cc2ccc(N(C)C)cc2)CC2CCCO2)oc2ccc(Cl)cc12 (stereo not given)
3.1%	COc1cc(OC)cc(-c2nc3nc(C)c(CCC(=O)Nc4ccc(Cl)cc4)c(C)n3n2)c1
1.1%	COc1ccccc1NC(=O)c1oc2ccccc2c1NC(=O)c1ccc(S(=O)(=O)N(C)C)cc1
0.0%	Cc1ccc(-n2nc3ccc(NC(=O)COc4ccccc4C)cc3n2)cc1
-0.8%	CC(C)c1ccc2oc(-c3ccc(NC(=O)c4cc5ccccc5o4)cc3)nc2c1
-1.0%	Cc1ccc2c(=O)cc(C(=O)Nc3nc4ccc(Cl)cc4s3)oc2c1
0.0%	CCCCOc1ccc(C2C(C(=O)Nc3ccccc3OC)=C(C)Nc3nnnn32)cc1OC (stereo not given)
6.0%	CC(=O)c1ccc(NC(=O)CSc2cn(CC(=O)N(C(C)C)C(C)C)c3ccccc23)cc1
2.6%	COC(=O)c1cc(NC(=O)c2oc(=O)c3ccccc3c2-c2ccccc2)cc(C(=O)OC)c1
-2.5%	CCCCN(C)C(=O)c1ccc2c(c1)N(Cc1ccc(F)cc1)C(=O)c1ccccc1S2(=O)=O
?	CCCCn1c(=O)c2oc3ccccc3c2n(Cc2ccc(OC)cc2)c1=O
-0.2%	COc1cccc(CNCCSc2nnnn2C)c1OCc1ccc(Cl)cc1Cl
-1.8%	CCc1ccccc1N(C)C(=O)Cn1cnc2sc(C)c(S(=O)(=O)N3CCN(c4ncccn4)CC3)c2c1=O
-1.1%	CCOc1ccc(NC(=O)CC2C(=O)N(c3cccc(C)c3)C(=O)N2Cc2cccnc2)cc1 (stereo not given)

# In the list so far, 4 have two or more sulfur atoms.
Epigenetic derep	mol
-1.1%	CCOC(=O)c1c(NC(=O)CSc2cn(CCNC(=O)c3ccc(OC)cc3)c3ccccc23)sc2c1CCC2
-1.8%	COc1cc(OC)c(NS(=O)(=O)c2c(C)nc3sc(C)cn3c2=O)cc1Cl
-0.8%	COc1ccccc1CNC(=O)C1CCN(S(=O)(=O)c2c(C)noc2/C=C/c2cccs2)CC1
-1.8%	CCc1ccccc1N(C)C(=O)Cn1cnc2sc(C)c(S(=O)(=O)N3CCN(c4ncccn4)CC3)c2c1=O

# In a second layout: 4 of the compounds above.
> CCCCN(C)C(=O)c1ccc2c(c1)N(Cc1ccc(F)cc1)C(=O)c1ccccc1S2(=O)=O
- Epigenetic derep: -2.5%

> CCOc1ccc(NC(=O)CC2C(=O)N(c3cccc(C)c3)C(=O)N2Cc2cccnc2)cc1 (stereo not given)
- Epigenetic derep: -1.1%

> COC(=O)c1cc(NC(=O)c2oc(=O)c3ccccc3c2-c2ccccc2)cc(C(=O)OC)c1
- Epigenetic derep: 2.6%

> CCCCn1c(=O)c2oc3ccccc3c2n(Cc2ccc(OC)cc2)c1=O
- Epigenetic derep: ?

# Other results
Epigenetic derep	mol
-5.0%	CCCN1C(=O)c2[nH]nc(-c3ccc(OC)cc3)c2C1c1ccccn1 (stereo not given)
0.0%	Cc1ccc(OCc2nc(-c3ccc(C(=O)N4CCN(c5cccc(C(F)(F)F)c5)CC4)cc3)oc2C)cc1
-2.5%	CCCCOc1ccc(C2=NC(c3cccs3)=Nc3ccc(CC)cc3N2)cc1
-1.5%	Cc1ccc(C)c(S(=O)(=O)c2nnn3c2nc(N2CCCCC2)c2sccc23)c1
-2.9%	CCOc1ccc(NC(=O)C2CCCN(c3cnccn3)C2)cc1 (stereo not given)
-2.4%	CCOC(=O)N1CCc2c(sc3c2c(=O)n(CCc2ccccc2)c(=O)n3CC(=O)Nc2cccc(C)c2)C1
0.0%	CC(C)(C)C1CCc2oc3ccc(NS(=O)(=O)c4ccc(C(=O)O)cc4)cc3c2C1 (stereo not given)
0.0%	Cc1oc(-c2cccc(Cl)c2)nc1CN1CCCC(C(=O)NCc2ccc(Cl)cc2)C1 (stereo not given)
-0.4%	Cc1cc(Cl)ccc1NC(=O)CCn1nc(C)c2c(C)n(-c3ccccc3)nc2c1=O
-1.3%	CC1CCCCN1Cc1c(O)ccc2c(=O)c(-c3ccc(Cl)cc3)c(C(F)(F)F)oc12 (stereo not given)
?	COc1cccc(C(=O)NCc2cn3cccc(C)c3n2)c1
?	Cc1ccc2oc(-c3ccc(C)c(NC(=O)c4ccc5c(c4)OCCO5)c3)nc2c1
-0.8%	CCOC(=O)N1CCC(NC(=O)c2cnn(-c3cccc(F)c3)c2-n2cccc2)CC1
-1.0%	CC(C)Sc1oc(-c2cccs2)nc1S(=O)(=O)c1ccc(Cl)cc1
-1.9%	Cc1cc2oc(C(=O)Nc3ccc(S(=O)(=O)N4CCCCCC4)cc3)cc(=O)c2cc1C
3.1%	CCOc1ccccc1NC(=O)Cn1c(=O)n(CCCC(=O)NCc2ccc(C)cc2)c(=O)c2ccccc21
2.0%	Cc1ccc(CNC(=O)CN2C(=O)COc3ccc(S(=O)(=O)Nc4ccccc4)cc32)cc1
-3.8%	Cc1cc(Br)ccc1NC(=O)CN1C(=O)c2cccnc2Sc2ccccc21
-1.8%	COc1ccc(-c2noc(-c3ccc(N4CCCC4)c([N+](=O)[O-])c3)n2)cc1OC
0.0%	CCc1ccc(S(=O)(=O)c2cn(CC(=O)Nc3ccc(F)c(Cl)c3)c3ccccc3c2=O)cc1
1.4%	CSc1ccc(CCNC(=O)Cn2ncn3c(cc4ccccc43)c2=O)cc1
